14-3-3g Raf: modulators of human 14-3-3 gamma - Raf peptide interaction; P61981; FP, 14-3-3gamma / TMR-pS259-Raf peptide binding; inhibition, % at 40 µM; 160,000 compounds, 0.19% hits; AID 422; in the data active = inhibition above about 30%;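 note: 0% = protein plus tracer without compound and 100% = blank with tracer alone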
Target sequence (P61981 whole entry, looked up): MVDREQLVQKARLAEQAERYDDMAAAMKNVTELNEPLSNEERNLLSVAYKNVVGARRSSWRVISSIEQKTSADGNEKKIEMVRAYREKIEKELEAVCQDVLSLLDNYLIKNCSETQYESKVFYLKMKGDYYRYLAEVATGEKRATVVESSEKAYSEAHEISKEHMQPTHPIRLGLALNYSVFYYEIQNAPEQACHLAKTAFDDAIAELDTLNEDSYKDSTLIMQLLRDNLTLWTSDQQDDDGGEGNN
Numbers without * were called inactive; & = joins results of further samples. Only part of the results is shown, so the mix of outcomes need not match the whole.

SMILES	14-3-3g Raf
COc1ccc(OC)c(C=Cc2nc3ccccc3c(=O)n2-c2ccc(C)cc2)c1	-7
CCn1c(O)c(C=NCc2cccs2)c(=O)[nH]c1=O	-6
Cc1cccc(-n2c(C)nc3cc(C(=O)N4CCC5(CC4)OCCO5)ccc32)c1	-5
O=C(c1cn(Cc2ccc(F)cc2)c2ccc(Br)cc12)C(F)(F)F	-6
COc1ccc(Cn2c(O)c(C=NCCN3CCOCC3)c(=O)[nH]c2=O)cc1	-6
CC1(C)C2CC=C(CN3CCC(O)CC3)C1C2 (stereo not drawn)	1
COc1ccc(C=Cc2nc3ccccc3c(=O)n2-c2ccc(C)c(C)c2)cc1	-3
Cc1cc(Cl)ccc1-n1c(C=Cc2ccccc2)nc2ccccc2c1=O	0
O=C1CCCC2=C1C(c1cccnc1)Nc1ccccc1N2 (stereo not drawn)	3&-13
O=C1NC(=O)C2(C(=O)N1)C(c1cccc(Br)c1)NC(=S)NC2c1cccc(Br)c1 (stereo not drawn)	-5
OC1(c2ccc(F)cc2)CC2CCC(C1)N2Cc1nnnn1C1CCCC1 (stereo not drawn)	-5
CC(O)CNCCNc1ccc([N+](=O)[O-])c2cccnc12 (stereo not drawn)	3
COc1cc2c3c(c1OC)-c1cc(O)ccc1CC3NCC2 (stereo not drawn)	-16
COc1cc(C)c(CNCCc2ccccc2OC)cc1C	-2
CC1=CC(C)C(COC(N)=O)(COC(N)=O)C(C)C1 (stereo not drawn)	2
Cc1nn(-c2ccccc2)c2c1CC1(C(=O)N(C)C(=O)N(C)C1=O)C1CCCCN21 (stereo not drawn)	-9
O=c1oc2ccccc2c(O)c1C(c1ccc(-c2ccc([N+](=O)[O-])cc2)o1)c1c(O)c2ccccc2oc1=O	-14
CN1CCN(c2nc3ccccc3c(=O)n2-c2ccccc2)CC1	-1
N[C@H](CCCCCP(=O)(O)O)C(=O)O	-1
CN(C)CCc1nc2ccccc2c(=O)n1-c1ccccc1	-4
O=C(CN1C(=O)c2ccccc2C1=O)Nc1ccc(Cl)cc1C(=O)c1ccccc1	-2
CCOC(=O)c1c(C)n(Cc2ccco2)c2ccc(OC)cc12	-2
CC1=C(C(=O)OCc2ccccc2)C2(C(=O)Nc3ccccc32)C(C(=O)OC(C)(C)C)=C(N)O1 (stereo not drawn)	4
Fc1ccccc1C1CC(c2cccnc2)Nc2ncnn21 (stereo not drawn)	7
c1ccc2cc(CNCCc3c[nH]c4ccccc34)ccc2c1	-7
SMILES	14-3-3g Raf
CC(C)CC12CN3CCN(CC(C3)C1O)C2 (stereo not drawn)	-5
Cc1c(C(=O)c2cccc3ccccc23)c2cccc3c2n1[C@H](CN1CCOCC1)CO3	3
N[C@@H](Cc1c[nH]c2ccccc12)c1nnc(SCc2ccccc2)o1	-40
CCCCn1c(=O)c(C(=O)Nc2cnccn2)c(O)c2ccccc21	-10
COCCCn1c(N)c(C(=O)OC(C)COC)c2nc3ccccc3nc21 (stereo not drawn)	-5
Cc1ccc(S(=O)(=O)N(C)CCCC(=O)N2CCN(c3ccccn3)CC2)cc1	-5&-9
CC1CCC(NCCc2ccc3c(c2)OCO3)CC1 (stereo not drawn)	-2
CCC(C)n1[nH]c(=O)c2c1NC(=O)CSC2c1cccc([N+](=O)[O-])c1 (stereo not drawn)	1
CC(=NCCN1CCOCC1)c1c(O)n(-c2ccccc2C)c(=O)[nH]c1=O	-9
CC1N=C(c2ccccc2)c2cc(Cl)ccc2N(CC(=O)NCC2CCCO2)C1=O (stereo not drawn)	11
Cn1nc([N+](=O)[O-])c(Cl)c1[N+](=O)[O-]	11
Cc1ccc(OCC(=O)Nc2ccc(Cl)cc2C(=O)c2ccccc2)c(Br)c1	3
COc1cc(OC)c(OC)cc1CNCCc1ccc(OC)c(OC)c1	-4
CCCCn1c(=O)c(C(=O)Nc2nc3ccc(F)cc3s2)c(O)c2ccccc21	1
CCN(CC)Cc1c[nH]c2ccccc12	-2
C=CCOC(=O)C1=C(C)OC(N)=C(C#N)C12C(=O)N(CN1CCOCC1)c1ccccc12 (stereo not drawn)	-4
COc1cc(CNCCc2ccc(OC)c(OC)c2)cc(OC)c1	-12
O=C(O)CP(=O)(O)c1ccc(Cl)cc1	-3
O=c1[nH]c2ccccc2c(=O)n1-c1ccccc1	-3
CCCNS(=O)(=O)c1ccc(OCC(=O)N2CCN(Cc3ccccc3)CC2)cc1	4
CN1C2CCC1CC(OC(=O)c1ccc(Cl)cc1)C2 (stereo not drawn)	-4&-4
Cc1cc(C)n2c(Br)c(CN3CC4CC(C3)c3cccc(=O)n3C4)nc2n1 (stereo not drawn)	3
O=C(CNC1CCCCC1)c1ccc(O)c(O)c1	1

Ordered by count of non-hydrogen atoms (low to high): part of the list above
SMILES	14-3-3g Raf
CC(C)CC12CN3CCN(CC(C3)C1O)C2 (stereo not drawn)	-5
O=C(CNC1CCCCC1)c1ccc(O)c(O)c1	1
Cc1ccc(OCC(=O)Nc2ccc(Cl)cc2C(=O)c2ccccc2)c(Br)c1	3
Cc1c(C(=O)c2cccc3ccccc23)c2cccc3c2n1[C@H](CN1CCOCC1)CO3	3

Of the compounds above, 6 have a carbonyl joined to an NH by a bond outside any ring:
SMILES	14-3-3g Raf
CC1=CC(C)C(COC(N)=O)(COC(N)=O)C(C)C1 (stereo not drawn)	2
O=C(CN1C(=O)c2ccccc2C1=O)Nc1ccc(Cl)cc1C(=O)c1ccccc1	-2
CCCCn1c(=O)c(C(=O)Nc2cnccn2)c(O)c2ccccc21	-10
CC1N=C(c2ccccc2)c2cc(Cl)ccc2N(CC(=O)NCC2CCCO2)C1=O (stereo not drawn)	11
Cc1ccc(OCC(=O)Nc2ccc(Cl)cc2C(=O)c2ccccc2)c(Br)c1	3
CCCCn1c(=O)c(C(=O)Nc2nc3ccc(F)cc3s2)c(O)c2ccccc21	1

Pulled by structure from the list above (6):
SMILES	14-3-3g Raf
CCN(CC)Cc1c[nH]c2ccccc12	-2
O=C(O)CP(=O)(O)c1ccc(Cl)cc1	-3
CCC(C)n1[nH]c(=O)c2c1NC(=O)CSC2c1cccc([N+](=O)[O-])c1 (stereo not drawn)	1
CCCNS(=O)(=O)c1ccc(OCC(=O)N2CCN(Cc3ccccc3)CC2)cc1	4
Cc1c(C(=O)c2cccc3ccccc23)c2cccc3c2n1[C@H](CN1CCOCC1)CO3	3
Cc1ccc(OCC(=O)Nc2ccc(Cl)cc2C(=O)c2ccccc2)c(Br)c1	3

Source: PubChem (Emory University Molecular Libraries Screening Center)
